Screening results: PubChem BioAssay, several laboratories
PhoP inhibition – inhibitors of PhoP regulon expression, primary screen, Salmonella Typhimurium, GFP reporter (AID 1863); S. Typhimurium PhoP-regulated promoter GFP reporter, 4 h; higher % means a stronger effect; inhibition, % at 50 µM; hits with a dose series show IC50 in µM; 300,000 tested, 0.16% active;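 active = inhibition over 29.93%, a cutoff 3 SD above the screen mean, later confirmed by dose response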;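 note: 0% = low Mg2+ inducing control and 100% = high Mg2+ repressing control; strong numbers were not always called active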
GPR35 antagonists – GPR35 antagonists blocking zaprinast-driven arrestin recruitment, primary screen, imaging, U2OS, beta-arrestin-GFP, zaprinast agonist (AID 2058) | U2OS GPR35 beta-arrestin-GFP translocation imaging, zaprinast antagonism; higher % means a stronger effect | 290,000 tested, 0.052% active | inhibition, % at 10 µM; hits with a dose series show IC50 in µM;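 active = inhibition of at least 50% with at least 30 cells and total cytoplasm GFP at most 10,000,000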
LYP phosphatase – PTPN22 lymphoid phosphatase activity blockers – biochemical, fluorescence intensity, uHTS (AID 1779); recombinant LYP phosphatase, fluorescence intensity; higher % means a stronger effect; one-dose inhibition, % at 11.5 µM; IC50 in µM for titrated hits; 290,000 tested, 0.054% active; in the data active = inhibition above about 50%;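 note: plate controls were vehicle with enzyme for no effect and no enzyme for full effect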
Myeloid diff 2 – compounds promoting myeloid differentiation | AID 624256 | ER-HoxA9 myeloid progenitors, lysozyme-GFP differentiation, flow cytometry | 360,000 tested, 1% active | calls only at 10 µM;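 active = normalized GFP-positive differentiation at or above the plate's own cutoff, the solvent-only control mean plus 3 SD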;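 note: cells exposed to compound for four days before flow analysis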
GPR55 antagonists – inhibition of LPI-stimulated GPR55 beta-arrestin translocation – imaging, U2OS, beta-arrestin-GFP, LPI agonist, primary screen (AID 2013). U2OS GPR55 beta-arrestin-GFP translocation imaging, LPI antagonism; higher % means a stronger effect. one-dose inhibition, % at 10 µM; IC50 in µM for titrated hits. 290,000 tested, 0.13% active;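 active = spots per cell inhibited over 60%, with over 100 cells counted and total cytoplasm intensity under 500,000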;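 note: U2OS cells stably carrying GPR55 and arrestin-GFP stimulated by 5 µM LPI near EC80; imaged beta-arrestin-GFP aggregate spots per cell after agonist stimulation; plate controls were LPI-stimulated DMSO wells for no effect and DMSO wells without LPI for full effect; some results filed as inactive read as strong as hits; confirmed hits need IC50 under 10 µM and bright autofluorescent wells are also inconclusive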
SIAH1 antagonists – blockers of Siah-1 interaction with plectin peptide – biochemical, fluorescence polarization, rhodamine-plectin, uHTS, primary screen (AID 1817); Siah-1 / rhodamine-plectin peptide fluorescence polarization; higher % means a stronger effect; displacement, % at 20 µM, or IC50 in µM where a hit was titrated; 290,000 tested, 0.02% active;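 active = displacement of at least 50% at 20 µM, with a fluorescence ratio check between 0.3 and a set limit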;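 note: plate controls were Siah plus tracer with DMSO for no effect and tracer alone without Siah for full effect; strong numbers were not always called active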
MgcRacGAP inhibition – MgcRacGAP GTPase-activating activity inhibitors, confirmation, biochemical, ADP Hunter fluorescence; MgcRacGAP-stimulated Rac1 GTP hydrolysis, ADP Hunter fluorescence; higher % means a stronger effect; GST-tagged Rac1 F28L mutant substrate; one-dose inhibition, % at 30 µM; IC50 in µM for titrated hits; 340,000 tested, 0.6% active; AID 624330;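 active = first-screen hits whose inhibition reached a set limit at any dose in the follow-up dose series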;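 note: fluorescence reports GDP produced by GAP-driven GTP hydrolysis; strong numbers were not always called active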
HIV peptide binding – inhibitors of HIV fusion peptide binding, primary screen, biochemical, uHTS, fluorescence dequenching (AID 1986). cell-free peptide binding, fluorescence dequenching, 30 min; higher % means a stronger effect. inhibition, % at 20 µM, or IC50 in µM where a hit was titrated. 290,000 tested, 0.3% active; in the data active = inhibition mostly above about 52%, no sharp cut-off; inactive = mostly below about 76%; note: some results filed as inactive read as strong as hits
NTR1 ag – NTR1-driven beta-arrestin-GFP spot formation – imaging, U2OS cells, high content, primary screen (AID 493036); P30989; agonist mode; activation, % at 20 µM; 330,000 tested, 0.17% active;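 active = activation at or above 40% of the spot to cytoplasm intensity ratio, with at least 20 cells analyzed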;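 note: 0% = DMSO without peptide and 100% = 100 nM NTR1 peptide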
Target sequence (P30989 whole entry, looked up): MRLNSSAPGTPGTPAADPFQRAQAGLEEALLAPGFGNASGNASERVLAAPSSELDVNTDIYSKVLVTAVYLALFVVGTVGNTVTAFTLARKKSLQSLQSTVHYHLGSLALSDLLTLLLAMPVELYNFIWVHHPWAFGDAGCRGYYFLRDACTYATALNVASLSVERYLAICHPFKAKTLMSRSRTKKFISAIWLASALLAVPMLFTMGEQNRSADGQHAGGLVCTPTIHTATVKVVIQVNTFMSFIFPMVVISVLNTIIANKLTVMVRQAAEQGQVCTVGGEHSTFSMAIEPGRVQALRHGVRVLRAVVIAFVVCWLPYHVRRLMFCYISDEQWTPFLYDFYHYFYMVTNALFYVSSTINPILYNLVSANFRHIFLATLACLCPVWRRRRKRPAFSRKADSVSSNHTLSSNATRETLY
NTR1 ag cell count 20 µM – recorded beside NTR1 ag, whose call it bears; cell count; measured here: cell count, cytotoxicity flag
Myeloid diff 2 GFP+ MAC1+ % – recorded beside Myeloid diff 2, whose call it bears; GFP+ MAC1+ double positive, %; measured here: differentiation confirmed by MAC1 staining
Starred values were filed as active, the others as inactive; i = inactive; x = no result given; + = active, no number; & = joins results of further samples. Rows are unselected; any-hit rate near 2.4%.

SMILES	PhoP inhibition	GPR35 antagonists	LYP phosphatase	Myeloid diff 2	Myeloid diff 2 GFP+ MAC1+ %	GPR55 antagonists	SIAH1 antagonists	MgcRacGAP inhibition	HIV peptide binding	NTR1 ag	NTR1 ag cell count 20 µM
Cn1c(C(=O)NCC2CCCO2)cc2c(=O)[nH]c3ccccc3c21 (configuration not stated)	-8%	-1%	-5%	i	2.2	14%	-6%	-4%	0.0%	-0.7	66
O=C(Nc1cccc(S(=O)(=O)N2CCCC2)c1)c1ccccc1OC(F)F	0%	1%	-7%	i	0.6	-2%	-3%	5%	0.4%	0.0	50
OC(COc1ccc2ccccc2c1)Cn1cncn1 (configuration not stated)	0%	16%	-8%	i	1.4	13%	-1%	7%	-2.6%	-0.1	57
Cc1ccc(NC(=O)C(=O)c2c(-c3ccccc3)cc3ccccn23)cc1S(=O)(=O)N1CCOCC1	0%	6%	6%	i	1.4	0%	-6%	4%	-3.3%	5.9	76
CCOc1ccc(C(=O)NCC(=O)OC2CCOC2=O)cc1OCC (configuration not stated)	0%	8%	-8%	i	1.3	0%	3%	2%	-3.4%	-3.2	97
Cc1cc(/C=C(\C#N)C(=O)O)c(C)n1CC(C)C	-13%	2%	4%	+	1.6*	4%	2%	8%	4.1%	-0.9	79
O=S(=O)(c1ccccc1)c1nc(-c2ccccc2)oc1N1CCCC1	5%	-6%	-2%	i	0.2	17%	-3%	5%	-0.8%	1.0	51
CC(C)=N/N=C(\c1cccc([N+](=O)[O-])c1)C12CN3CN(CN(C3)C1)C2	0%	0%	-4%	i	0.4	13%	23%	4%	1.2%	0.9	42
CCOc1ccc(/C(CCC(=O)O)=N/NC(=S)NC(C)C)cc1	12%	-6%	0%	i	1.5	-1%	3%	5%	3.1%	0.4	62
O=C(Nc1ncn[nH]1)c1cc([N+](=O)[O-])ccc1Cl	7%	10%	-12%	i	1.1	6%	-2%	6%	-1.8%	-1.6	53
CC(=O)SCC(Cc1ccccc1)C(=O)NCC(=O)OCc1ccccc1 (configuration not stated)	10%&-3%	12%	-1%	x	x	12%	5%	x	-0.7%	1.4	73
O=C(NCCN1CCOCC1)c1cc(-c2ccc(Br)cc2)on1	5%	2%	-6%	i	11	12%	-3%	-9%	0.9%	-1.5	56
C=CCNS(=O)(=O)c1ccc2c(c1)n(C)c(=O)n2C	-8%	0%	-24%	i	0.2	6%	4%	6%	0.9%	-1.8	25
COc1ccccc1C1CC(c2ccc(Cl)cc2Cl)Nc2nc(N)nn21 (configuration not stated)	-2%	10%	-5%	i	1.8	4%	-4%	8%	-2.4%	15	64
Cc1cc(NC(=O)CN(C)CCOc2ccccc2)ccc1Br	9%	20%	-6%	i	0.1	25%	0%	16%	2.8%	2.7	48
COC(=O)CC(N)c1ccc(Br)cc1 (configuration not stated)	-1%	1%	-5%	i	0.7	11%	0%	5%	-0.4%	-1.7	23
C[N+](C)(C)CCOc1ccc([N+](=O)[O-])cc1	-5%	-8%	-6%	i	0.7	9%	7%	7%	0.4%	0.9	50
CSc1ccc(Cl)c(C(=O)NCCOc2cc(C)ccc2C(C)C)c1	5%	-4%	2%	i	2.1	23%	0%	3%	0.1%	2.5	42
CCOc1ccc2nc(SCC(=O)NCc3ccccc3OC)[nH]c2c1	-1%	-15%	0%	i	0.6	0%	-2%	9%	0.0%	0.9	53
Cc1c(OC(C(=O)O)c2ccccc2)ccc2c3c(c(=O)oc12)CCC3 (configuration not stated)	x	-22%	-1%	i	0.2	-8%	4%	x	2.8%	0.0	73
COc1ccc(N(C)C(=O)c2ccc3c(Cl)c4c(nc3c2)CCCC4)c(OC)c1	4%	-6%	-4%	i	1.3	-14%	-2%	11%	0.1%	10	64
CCn1c(SCC(=O)N2CCCC2)nc2ccccc2c1=O	-6%	-2%	-1%	i	1.8	-14%	1%	10%	7.0%	0.7	76
O=C(CNC1CCCCC1)N1CCc2ccccc2C1	14%	12%	-2%	i	1.3	-1%	0%	22%	-4.0%	1.5	86
COc1cccc(NC(C)C(=O)Nc2cc([N+](=O)[O-])ccc2Cl)c1 (configuration not stated)	0%	0%	0%	i	0.6	11%	6%	0%	0.9%	3.3	58
CC(O)CNc1nc2ccccc2n1CC(=O)N1CCN(Cc2ccccc2)CC1 (configuration not stated)	-4%	5%	-1%	i	0.1	-9%	0%	3%	-0.5%	0.6	35
CN1C(=O)/C(=C\c2cccc(OCc3ccccc3)c2)SC1=S	x	-10%	-4%	i	0.3	4%	7%	6%	2.0%	2.6	91
Cc1ccc(S(=O)(=O)N2CCN(CC(=O)N/N=C/C=C/c3ccccc3)CC2)cc1	10%	3%	2%	i	0.2	0%	-2%	4%	-0.3%	0.2	61
COc1ccc(CN2CCN(C(=O)CN3C(=O)C4C5C=CC(C5)C4C3=O)CC2)c(OC)c1OC (configuration not stated)	-1%	-18%	-4%	i	1.1	0%	0%	-4%	0.6%	0.2	50
CCN(CC(=O)Nc1sc2c(c1C#N)CCCC2)Cc1nc2ccccc2c(=O)[nH]1	2%	-17%	3%	i	0.8	-10%	4%	0%	-0.6%	5.6	64
O=C(Cc1ccc(S(=O)(=O)N2CCCC2)s1)NC1CCCCCC1	-5%	-3%	-6%	i	0.5	13%	-1%	5%	4.7%	0.4	59
Cc1c2cnn(CC(=O)NC3CCCC3)c(=O)c2c(C)n1Cc1ccccc1	-5%	-3%	4%	i	0.0	6%	-2%	9%	0.3%	1.6	67
Cc1ccc2nc(-c3ccc(NC(=O)CSc4nccc(=O)[nH]4)cc3)sc2c1	5%	-4%	-5%	i	1.2	14%	13%	11%	0.4%	2.7	67
COc1ccc(C(=O)CCc2ccccc2O)c(OC)c1	2%	-1%	-8%	x	x	-14%	4%	8%	2.3%	1.1	71
CCn1nc(C)c(CCC(=O)O)c1C	-7%	-4%	-6%	i	1.8	-3%	10%	7%	0.4%	-0.2	62
COc1ccc(CC(=O)NCCN2CCOCC2)cc1	-3%	0%	3%	i	0.5	6%	1%	0%	1.1%	-0.9	54
COc1ccc(CCNC(=O)CCCN2C(=O)C(c3ccccc3)Oc3cccnc32)cc1OC (configuration not stated)	-3%	-12%	-10%	i	1.5	-2%	-3%	4%	-0.1%	-0.5	51
COC(=O)C1=C(N)OC2=C(C(=O)CC(C)(C)C2)C1c1ccccc1OCC#N (configuration not stated)	-8%	15%	-1%	i	0.6	-1%	-1%	6%	-0.7%	0.1	89
COc1ccc(-c2cc(-c3ccc(F)cc3)nc(N3CCN(C)CC3)n2)cc1	-5%	x	x	i	2.1	x	x	5%	x	10	67
CC1(OC(=O)C2CCCC2)C(=O)C=C2C=C(c3ccsc3)N(Cc3ccccc3)C=C2C1=O (configuration not stated)	4%	-5%	-5%	i	0.2	-1%	7%	8%	4.1%	-0.7	100
Cc1cccc(NC(=O)N2CCC(NC(=O)c3ccccc3C)CC2)c1	-3%	4%	-12%	i	1.3	6%	3%	4%	2.1%	3.3	99

The last two entries of the section above lead into the next.
SMILES	PhoP inhibition	GPR35 antagonists	LYP phosphatase	Myeloid diff 2	Myeloid diff 2 GFP+ MAC1+ %	GPR55 antagonists	SIAH1 antagonists	MgcRacGAP inhibition	HIV peptide binding	NTR1 ag	NTR1 ag cell count 20 µM
CC1(OC(=O)C2CCCC2)C(=O)C=C2C=C(c3ccsc3)N(Cc3ccccc3)C=C2C1=O (configuration not stated)	4%	-5%	-5%	i	0.2	-1%	7%	8%	4.1%	-0.7	100
Cc1cccc(NC(=O)N2CCC(NC(=O)c3ccccc3C)CC2)c1	-3%	4%	-12%	i	1.3	6%	3%	4%	2.1%	3.3	99
CCNC(=O)COC(=O)Cc1ccc(Cl)cc1Cl	7%	-2%	-6%	i	0.1	3%	-4%	-5%	-1.3%	-0.1	37
COc1cc(N)c(Cl)cc1C(=O)OCC(=O)NC1CCCC1	-5%	-4%	0%	i	4.0	6%	4%	7%	1.6%	0.2	55
CC(=O)Nc1ccc(N(C(=O)CNC(=O)c2ccco2)C(C(=O)NCC2CCCO2)c2ccccc2)cc1 (configuration not stated)	2%	17%	-7%	i	0.8	-4%	13%	-8%	0.7%	0.1	36
CC(=O)Nc1ccc(NC(=O)Cn2cnc3c(cnn3C(C)(C)C)c2=O)cc1	-3%	-18%	2%	x	x	7%	-2%	x	-1.4%	-0.8	47
Cc1ccnc(NS(=O)(=O)c2ccc(N)cc2)n1	-5%&-17%	11%	0%	i	2.2	-3%	-3%	1%	-0.5%	-0.3	47
NC(=O)Cn1cc(/C=N/NC(=O)c2ccc(Cn3cc(Cl)cn3)o2)c(-c2ccccc2)n1	-5%	3%	-5%	i	1.0	16%	-3%	1%	0.7%	-0.6	64
OC(CNCc1ccccc1Cl)C(F)(F)F (configuration not stated)	-2%	-30%	0%	i	0.6	8%	14%	11%	0.1%	-0.8	32
Cc1ccc2[nH]c(=O)c(CN(Cc3ccc4c(c3)OCO4)Cc3nnnn3Cc3ccco3)cc2c1	0%	-19%	9%	i	1.2	20%	2%	9%	1.6%	1.8	48
O=S(=O)(c1cccs1)N1CCN(CC(O)COc2cccc(Br)c2)CC1 (configuration not stated)	24%	-2%	-7%	i	0.9	1%	1%	27%	-0.1%	1.1	71
O=C(CCN1CCN(c2ccccc2)CC1)NNC(=O)c1cccc2ccccc12	6%	12%	-4%	i	0.2	12%	-7%	9%	-2.3%	-1.5	43
CCC(C(=O)NCc1ccccc1OC)n1nc(C)n2c(cc3occc32)c1=O (configuration not stated)	-9%	9%	-4%	i	0.7	-7%	-4%	3%	0.6%	-0.1	59
CC1CCN(S(=O)(=O)c2cccc(C(=O)N3CCN(c4ccc(F)cc4)CC3)c2)CC1	-3%	12%	0%	i	0.1	11%	-3%	7%	-2.9%	0.6	69
CC(C)[N+](C)(C)CC#CC(O)(c1ccccc1)c1ccccc1	2%	0%	-8%	i	0.2	-6%	0%	12%	-1.9%	0.1	51
COc1ccc(CNC(=O)CSc2nn3c(=O)c(C(C)(C)C)nnc3s2)cc1OC	7%	7%	-4%	i	0.5	-16%	3%	7%	-0.4%	0.7	56
CCOC(=O)c1c(-c2cccs2)csc1NC(=O)CN1CC(C)OC(C)C1 (configuration not stated)	-3%	10%	5%	i	0.2	26%	-2%	12%	-1.9%	4.5	38
Cc1ccc(N2CC(C(=O)Nc3ccncc3)CC2=O)cc1 (configuration not stated)	6%	14%	-4%	i	2.5	11%	2%	3%	-1.2%	1.0	44
NC(=S)N/N=C/c1ccccc1O	0%	-1%	0%	i	0.6	20%	5%	10%	-1.4%	-0.4	66
